# Compound activity from PubChem BioAssay.
# LANA DNA inh: blocks KSHV LANA C-terminal domain binding to DNA. MBP-C-LANA/FAM-LBS DNA binding, fluorescence polarization. inhibition, % at 9 µM. hit rate 0.078% among 340,000;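 active = highest replicate inhibition at or above 60% at 9 µM, even if other replicates fall short; inactive = all replicates below 60% inhibition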;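 note: 0% = neutral control wells and 100% = 4 µM acridine orange control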
# Rtt109 Vps75: inhibitors of Candida albicans Rtt109/Vps75 histone acetyltransferase; Q5AAJ8; purified Rtt109/Vps75, ThioGlo CoA-SH fluorescence, 4 h; inhibition, % at 34.9 µM; hit rate 0.16% among 330,000; AID 540336;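 active = inhibition of at least 50% in every replicate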
# dFosB act: mouse delta FosB homodimer activation; purified delta FosB, TAMRA-CDK5 oligo fluorescence polarization; percent of positive-control signal above neutral wells; hit rate 0.99% among 340,000; activation, % at 25 µM;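 active = mean activation above about 17%, with every replicate also reaching it, limit read from the data, passing the limit was not always enough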;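 note: fluorescence polarization rise as delta FosB binds a TAMRA Cdk5 AP-1 oligo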
# Target sequence (P13346 whole entry, looked up): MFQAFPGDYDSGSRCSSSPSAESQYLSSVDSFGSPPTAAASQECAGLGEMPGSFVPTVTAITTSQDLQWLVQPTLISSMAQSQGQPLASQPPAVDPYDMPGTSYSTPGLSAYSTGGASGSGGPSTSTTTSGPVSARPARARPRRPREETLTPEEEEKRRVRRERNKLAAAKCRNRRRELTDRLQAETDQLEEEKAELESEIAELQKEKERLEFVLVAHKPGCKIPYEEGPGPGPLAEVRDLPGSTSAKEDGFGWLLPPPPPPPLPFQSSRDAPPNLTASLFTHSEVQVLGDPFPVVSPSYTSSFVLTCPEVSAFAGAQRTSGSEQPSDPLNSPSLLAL
# RTF Ca sens inh: cardiac RTF calcium desensitization | AID 493244 | IANBD-labeled cardiac RTF, Ca2+ fluorescence | P19429+P45379 | hit rate 0.12% among 340,000 | inhibition, % at 7.15 µM;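 active = inhibition above the mean inhibition of all tested compounds plus 3 SD, cut at about 17% in these data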;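 note: assay run at fixed EC70 calcium of 1.6 mM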
# cardiac RTF act: cardiac RTF calcium sensitization; P19429+P45379; IANBD-labeled TnC RTF fluorescence at EC20 calcium; 0% EC20 calcium, 100% full calcium; activation, % at 7.2 µM; hit rate 0.24% among 340,000; AID 493008;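 active = activation above the mean over all tested compounds plus 3 SD, cut at about 30% in these data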;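 note: rise in fluorescence read as greater calcium sensitivity of cardiac thin filaments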
# CDK5 inh: blocks human CDK5/p35 kinase activity | inhibition, % at 10 µM | Q00535+Q15078 | Recombinant CDK5/p35, ADP-Glo luminescence, 60 min | hit rate 0.01% among 330,000;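 active = highest replicate inhibition of at least 50% and at least 75% of replicates reaching 50%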;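 note: plate controls were DMSO neutral control for no effect and GW8510 at 10 µM for full effect; many of its hits are not listed in these tables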
# Mot1-301 SUMO: inhibitors of SUMOylation pathway: yeast Mot1-301 growth rescue. S. cerevisiae Mot1-301 growth rescue, ATP luminescence, 38.5C; percent above DMSO median, 100 means doubled. growth rescue, % at 18.8 µM. hit rate 1% among 320,000. AID 2716;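 active = every valid replicate shows activation above 250% relative to neutral control wells; inactive = the rest, any valid replicate at or below 250%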;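 note: OY570 slx delta 5 strain wells were the positive control but not used for scaling; some compounds called inactive have numbers as strong as hits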
# Keap1-Nrf2 PPI: inhibitors of human Keap1-Nrf2 protein-protein interaction. AID 504523. Keap1 Kelch-Nrf2 peptide fluorescence polarization, 1536-well. inhibition, % at 9.4 µM. hit rate 0.15% among 340,000. Q14145; in the data active = inhibition above about 12%;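 note: human Keap1 Kelch domain with fluorescein labeled Nrf2 9mer peptide probe; 0% = neutral control wells and 100% = peptide positive control; higher means more block of Keap1 binding to Nrf2 peptide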
# Target sequence (Q14145 whole entry, looked up, the tested form may be a part): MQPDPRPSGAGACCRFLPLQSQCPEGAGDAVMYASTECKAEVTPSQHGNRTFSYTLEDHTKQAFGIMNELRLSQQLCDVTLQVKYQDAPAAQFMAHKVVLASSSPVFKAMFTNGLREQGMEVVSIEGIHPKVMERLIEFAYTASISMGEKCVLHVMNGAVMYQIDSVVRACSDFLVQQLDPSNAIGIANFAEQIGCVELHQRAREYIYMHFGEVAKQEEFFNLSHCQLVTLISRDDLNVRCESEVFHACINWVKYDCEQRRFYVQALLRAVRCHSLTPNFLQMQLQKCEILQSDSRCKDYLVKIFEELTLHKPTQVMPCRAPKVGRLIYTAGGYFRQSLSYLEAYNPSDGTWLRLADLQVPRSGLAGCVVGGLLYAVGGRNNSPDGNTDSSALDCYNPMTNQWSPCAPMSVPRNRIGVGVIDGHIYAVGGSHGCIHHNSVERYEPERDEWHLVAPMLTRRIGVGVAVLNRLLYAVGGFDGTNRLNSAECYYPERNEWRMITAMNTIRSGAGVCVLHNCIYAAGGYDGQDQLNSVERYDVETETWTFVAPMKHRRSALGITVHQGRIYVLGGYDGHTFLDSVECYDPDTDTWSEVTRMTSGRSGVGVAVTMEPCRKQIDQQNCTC
# PfHsp90 set2: reduces growth (ATP signal) of yeast expressing P. falciparum Hsp90; S. cerevisiae expressing PfHsp90, BacTiter-Glo ATP, 48 h; yeast lacking PDR1 and PDR3 efflux regulators; inhibition, % at 9.4 µM; hit rate 0.32% among 310,000; AID 504621;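 active = every replicate shows inhibition above about 80%, whatever the replicate mean, limit read from the data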;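 note: 0% = DMSO neutral controls and 100% = 20 µM radicicol positive controls; yeast relying on Plasmodium falciparum Hsp90 in place of its own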
# PvdQ inh: blocks Pseudomonas aeruginosa PvdQ acylase activity; purified PvdQ acylase, fluorescence plate reader; inhibition, % at 10 µM; hit rate 0.063% among 340,000; AID 488965; in the data active = inhibition above about 30%, passing the limit was not always enough;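 note: 0% = vehicle neutral wells and 100% = reference inhibitor wells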
# NSD2 inh: blocks human histone methyltransferase NSD2; O96028; NSD2 peptide methylation, AlphaScreen, 120 min; inhibition, % at 12.5 µM; hit rate 0.54% among 310,000; AID 743445; in the data active = inhibition above about 50%
# Active calls of the source: *; nt = not tested or not shown.
SMILES,LANA DNA inh,Rtt109 Vps75,dFosB act,RTF Ca sens inh,cardiac RTF act,CDK5 inh,Mot1-301 SUMO,Keap1-Nrf2 PPI,PfHsp90 set2,PvdQ inh,NSD2 inh
CCN1C(=O)[C@H]2[C@@H](c3ccc(-c4cccc(Cl)c4)cc3)N3CCCC[C@@]3(C(=O)OC)[C@H]2C1=O,-0.1,1,-4,-2,6,-1.5,14,-7,12,-17,nt
CCOC(=O)c1cc(C#N)c(N2CCN(c3ccccn3)CC2)nc1-c1ccccc1,-0.1,11,-16,-3,14,-1.1,-7,0,-28,8,-3
O=C(c1ccccc1)N(Cc1ccc2c(c1)OCO2)Cc1nc2ccccc2c(=O)[nH]1,-1.2,0,-10,-9,4,0.2,nt,-1,-58,-8,0
CCC(C)(C)n1nnnc1C(c1ccc(OC)c(OC)c1)N1CCN(C(=O)c2ccco2)CC1 (stereo not given),1.0,-3,-5,-8,-1,0.3,26,2,8,-1,-2
CC(CCc1ccccc1)NC(=O)c1ccc(NC(=O)c2ccc(Cl)cc2Cl)cc1 (stereo not given),0.0,-1,-2,7,2,1.3,156,0,8,-15,-2
CC(C)(C)c1csc(NC(=O)c2ccc3nccnc3c2)n1,3.7,9,3,-9,-1,-1.0,nt,5,2,-5,9
Cc1ccc(OCCNC(=O)c2cccc(S(=O)(=O)NCc3ccccc3)c2)cc1,-0.1,0,-4,-3,-7,0.3,nt,-1,nt,1,nt
CCC(C)(C)n1nnnc1C(c1ccncc1)N1CCN(c2cccc(OC)c2)CC1 (stereo not given),-2.1,-2,-11,0,2,-2.1,8,-4,-18,-13,11
COc1ccccc1N(CC(=O)NCC1CCCO1)C(=O)CNS(=O)(=O)c1ccc(C)cc1 (stereo not given),0.0,-1,4,-8,3,0.5,-11,-2,14,-11,69*
CCOc1ccc(C2N(c3ccc(F)cc3)C(=O)C3CCCN32)cc1OC (stereo not given),-1.8,-4,5,-2,2,-1.0,0,-5,10,8,nt
COc1ccc(C(C)(C)C)cc1NC(=O)COC(=O)c1ncc(Cl)c(Cl)c1Cl,0.2,7,-11,-5,-5,-2.2,-1,-4,-1,-11,-3
CCCCCCC(=O)NN1CCN(C)CC1,-1.4,2,1,-5,-1,-5.7,2,-6,-1,-27,3
COc1ccc(C(=O)Nc2n[nH]c(-c3ccncc3)n2)cc1,-0.5,-1,-4,4,-4,-0.6,177,3,5,-2,-2
Cc1c(C(=O)NC2CCCCC2)oc2ccc(F)cc12,-1.8,-11,-11,-8,0,1.2,11,0,12,-7,-3
Cc1ccc2nc(SCC(=O)NCc3cccs3)c(C#N)cc2c1,0.7,6,7,2,5,0.9,8,-3,1,3,-2
Cc1ccc(C(=O)N2N=C(c3cccc(NS(C)(=O)=O)c3)CC2c2cccs2)cc1 (stereo not given),1.6,8,-12,-2,-7,2.5,-3,-5,6,-10,-3
COc1ccc(NC(=O)CNC(=O)c2ccco2)cc1S(=O)(=O)Nc1cc(C)ccc1Br,0.5,-3,-15,-7,0,1.8,-3,-3,-28,-11,-2
CC(NC(=O)c1cc(S(=O)(=O)N2CCCC2)cn1C)c1ccccc1 (stereo not given),0.1,4,-3,-1,-1,1.2,12,-6,7,6,nt
CCN(CC)S(=O)(=O)c1ccc(-c2nnc(SCC(=O)Nc3ccc(OC)cc3)o2)cc1,-2.3,3,107*,0,-1,-4.2,-16,-10,5,-14,0
CCCC(=O)Nc1ccccc1NC(=O)c1ccc(OCC)cc1,-1.3,2,6,-1,-5,-0.4,18,1,-1,-4,-2
Cc1ccc(NC(=O)C2(c3ccc([N+](=O)[O-])cc3)CCCC2)cc1,0.9,0,-4,1,-9,-0.4,17,-3,-57,-13,nt
Cc1cc(NNC(=O)c2cccc(C(F)(F)F)c2)nc2c1c(C)nn2C,-0.7,3,-14,1,-1,-2.4,-15,-1,5,-12,0
C=CCCC1CN(CCCC)S(=O)(=O)c2c(F)cccc2O1 (stereo not given),1.4,0,-8,-8,-4,0.1,nt,5,8,-11,nt
COc1ccccc1CN1C[C@@H]2C[C@@H](c3ccccc3C)N3CCC[C@@]23C1=O,0.1,4,-4,-5,-6,-0.3,-2,-1,11,1,2
CCOc1ccccc1NC(=O)c1c(NC(=O)CCC(=O)O)sc2c1CCCCC2,0.7,14,-5,-10,-2,-11,nt,-4,-6,4,-1
C=CCn1c(SCC(=O)NCc2ccccc2)nnc1-c1ccccc1O,-0.9,-3,-7,-2,6,-1.0,-13,-6,11,-20,1
Cc1ccc(C)c(NC(=S)NCCN2CCOCC2)c1,0.1,-6,-2,8,-5,0.2,4,1,2,6,nt
COc1ccccc1CNS(=O)(=O)c1cc2c3c(c1)C(C)C(=O)N3CCC2 (stereo not given),0.6,1,-3,0,-3,-1.7,7,-1,4,-18,0
CC(=O)NC1=NC(=O)/C(=C/c2cn(C(C)=O)nc2-c2ccccc2)S1,-3.0,27,-12,-1,-1,0.9,-8,-5,19,-4,4
O=c1cc(NCCO)c2ccccc2o1,2.1,7,-9,-14,8,0.1,4,-4,-8,-4,-4
CCCCc1ccc(NC(=O)Nc2c(C)n(C)n(-c3ccccc3)c2=O)cc1,0.3,3,-1,-6,1,-4.1,0,1,7,-10,0
COc1cc([N+](=O)[O-])c(C(=O)N2CCOCC2)c([N+](=O)[O-])c1,-1.4,0,-1,-18,1,-2.0,4,-3,-5,-16,30
O=c1c2ccccc2nc(-c2ccccc2)n1CCCN1CCOCC1,0.8,7,-11,-3,-1,2.4,9,2,nt,-1,-2
CCC(=O)N1CCN(c2ccc(NC(=O)c3ccc4c(c3)OCCO4)cc2)CC1,0.3,3,0,-11,12,0.1,nt,-7,-7,-19,1
COC(=O)c1ccc(NC(=O)CS(=O)(=O)Cc2ccccc2)cc1,4.9,2,-5,-9,-2,-1.9,-4,-6,9,-18,4
O=C(c1ccc2ccccc2c1)C1CCCN(C(=O)CCn2cnnn2)C1 (stereo not given),0.8,-2,1,-6,-1,1.4,-5,-2,nt,-17,1

# Another view of some results above.
canonical_smiles	LANA DNA inh	Rtt109 Vps75	dFosB act	RTF Ca sens inh	cardiac RTF act	CDK5 inh	Mot1-301 SUMO	Keap1-Nrf2 PPI	PfHsp90 set2	PvdQ inh	NSD2 inh
CCC(C)(C)n1nnnc1C(c1ccc(OC)c(OC)c1)N1CCN(C(=O)c2ccco2)CC1 (stereo not given)	1.0	-3	-5	-8	-1	0.3	26	2	8	-1	-2
CC(CCc1ccccc1)NC(=O)c1ccc(NC(=O)c2ccc(Cl)cc2Cl)cc1 (stereo not given)	0.0	-1	-2	7	2	1.3	156	0	8	-15	-2

# NSD2 inh, entries above that show a hit
Molecule | LANA DNA inh | Rtt109 Vps75 | dFosB act | CDK5 inh | Mot1-301 SUMO | Keap1-Nrf2 PPI | PfHsp90 set2 | PvdQ inh | NSD2 inh
COc1ccccc1N(CC(=O)NCC1CCCO1)C(=O)CNS(=O)(=O)c1ccc(C)cc1 (stereo not given) | 0.0 | -1 | 4 | 0.5 | -11 | -2 | 14 | -11 | 69*

# (continued)
SMILES,LANA DNA inh,Rtt109 Vps75,dFosB act,RTF Ca sens inh,cardiac RTF act,CDK5 inh,Mot1-301 SUMO,Keap1-Nrf2 PPI,PfHsp90 set2,PvdQ inh,NSD2 inh
Cn1c(=O)[nH]c2ncn(C)c2c1=O,-6.1,0,2,4,-4,0.8,-2,-3,16,-8,nt
Cc1ccc(Nc2nc(COC(=O)C3CC3)cs2)cc1,-5.1,-1,-12,-7,-5,1.1,-6,-8,3,-15,1
COC(=O)CSc1nc(Cc2ccccc2)nc2ccccc12,-0.9,-7,-8,-18,-2,-0.2,nt,-4,-16,2,3
CC1=CC(C)(C)NC(=S)N1CCO,-1.5,3,-3,-9,15,-0.2,nt,-8,20,-3,-1
CN1c2ccccc2N(C)C1c1ccc2c(c1)OCO2,-0.5,-5,2,-3,0,-0.3,-12,-5,nt,-4,0
C=CCn1c(SCC(=O)NCC2CCCO2)nc2scc(-c3ccco3)c2c1=O (stereo not given),-0.6,-1,-14,-21,-2,0.3,-1,-4,-11,-2,6
COc1ccccc1CNC(=O)COC(=O)Cc1c(F)cccc1Cl,0.4,3,-2,3,1,2.0,2,-2,9,10,1
Cc1nc(NC(=O)CSc2nnc(-c3ccc4c(c3)OCO4)o2)c(Cl)cc1Cl,-0.2,2,-12,-7,8,0.7,7,-4,-24,-13,-1
Oc1ccccc1C(=S)N1CCCCC1,-0.3,5,-1,-3,0,-0.9,nt,-4,-6,-17,-2
O=C(CCCC(=O)OCC(F)(F)C(F)F)Nc1ccccc1F,-0.7,-7,5,3,9,-0.5,0,-2,-12,7,7
Cc1ccc(N2C(=O)CSC23C(=O)Nc2ccccc23)cc1 (stereo not given),-2.6,8,-8,6,2,1.0,177,-2,15,-27,1
CC(C(N)=O)N1C(=O)C2C3C=CC(C3)C2C1=O (stereo not given),-2.3,nt,1,2,3,1.0,-1,-1,nt,-13,0
NC(=O)c1ncn([C@@H]2O[C@H](CNCc3ccccc3OCc3ccc(Cl)cc3Cl)[C@@H](O)[C@H]2O)n1,-2.1,4,-5,1,0,-0.4,nt,-6,-23,-4,nt
CCCNC(=O)C(=O)NCCC1=CCCCC1,0.9,17,-3,-9,4,0.4,15,6,nt,-12,-1
O=C(COC(=O)C12CC3CC(CC(Br)(C3)C1)C2)Nc1cccc(S(=O)(=O)N2CCOCC2)c1,-0.2,-3,-7,-3,-4,0.3,-10,-1,6,6,-1
CC(NC(=O)COC(=O)CN1C(=O)C2CCCCC2C1=O)c1ccccc1 (stereo not given),0.0,-3,-7,-4,3,0.6,4,-2,16,-15,-3
CC(C)CNS(=O)(=O)c1ccc(CCC(=O)NCc2ccc(Cl)cc2)cc1,-1.1,3,-9,-3,-1,0.8,-19,-1,1,-15,-1
Cc1cc(S(=O)(=O)NCCN2CCOCC2)ccc1Cl,1.3,1,0,-12,-2,0.9,87,2,35,10,-2
CCOC(=O)c1sc2nc(C)cc(C)c2c1NC(=O)c1ccco1,1.6,-3,-6,-1,4,-0.1,-12,1,15,-6,-1

# 6 entries from above, as tab-separated lines:
Structure	LANA DNA inh	Rtt109 Vps75	dFosB act	RTF Ca sens inh	cardiac RTF act	CDK5 inh	Mot1-301 SUMO	Keap1-Nrf2 PPI	PfHsp90 set2	PvdQ inh	NSD2 inh
CCCNC(=O)C(=O)NCCC1=CCCCC1	0.9	17	-3	-9	4	0.4	15	6	nt	-12	-1
O=C(COC(=O)C12CC3CC(CC(Br)(C3)C1)C2)Nc1cccc(S(=O)(=O)N2CCOCC2)c1	-0.2	-3	-7	-3	-4	0.3	-10	-1	6	6	-1
CC(NC(=O)COC(=O)CN1C(=O)C2CCCCC2C1=O)c1ccccc1 (stereo not given)	0.0	-3	-7	-4	3	0.6	4	-2	16	-15	-3
CC(C)CNS(=O)(=O)c1ccc(CCC(=O)NCc2ccc(Cl)cc2)cc1	-1.1	3	-9	-3	-1	0.8	-19	-1	1	-15	-1
Cc1cc(S(=O)(=O)NCCN2CCOCC2)ccc1Cl	1.3	1	0	-12	-2	0.9	87	2	35	10	-2
CCOC(=O)c1sc2nc(C)cc(C)c2c1NC(=O)c1ccco1	1.6	-3	-6	-1	4	-0.1	-12	1	15	-6	-1
